Compound activity deposited in PubChem BioAssay by several laboratories.
Fh CTSL1 inh = counter-screen for PFM18AAP inhibitors: inhibitors of F. hepatica cathepsin L1; recombinant F. hepatica cathepsin L1, Z-Leu-Arg-MCA fluorescence; actives 0.49% (n = 300,000); inhibition, % at 5.96 µM;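 active = inhibition above the mean of all tested compounds plus 3 SD, set per screening campaign, cut at about 17% in these data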;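 note: 0% = plate median of test compound wells and 100% = 1 µM Z-Phe-Ala-diazomethylketone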
GASC-1 inh = human JMJD2C demethylase inhibition; GST-JMJD2C(1-420) H3K9me3 demethylation, DELFIA europium; actives 0.069% (n = 330,000); inhibition, % at 2.35 µM; AID 2099; Q9H3R0;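 active = more than half of a compound's replicate wells show inhibition beyond 50%, single wells judged on their own value; inconclusive = some, but no more than half, of replicates pass 50% inhibition; inactive = no replicate passes 50% inhibition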;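 note: signal counts dimethyl H3K9 product captured on neutravidin plate; 0% = median of DMSO wells and 100% = 0.3 times that DMSO median; strong numbers were not always called active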
TPT1 inh = C. albicans TPT1 enzyme inhibition; actives 0.81% (n = 300,000); recombinant caTPT1, FP RNA substrate dephosphorylation; inhibition, % at 5 µM; AID 1962;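 active = inhibition above the mean of all tested compounds plus 3 SD, set per screening campaign, cut at about 24% in these data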;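 note: plate controls were DMSO alone for no effect and ferristatin control at 100 nM for full effect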
core dimer inh = blocks dimerization of HCV core protein. TR-FRET GST/Flag-core106 dimerization, 1536-well. inhibition, % at 5 µM. AID 1899. actives 0.33% (n = 300,000);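 active = inhibition above the mean of all tested compounds plus 3 SD, set per screening campaign, cut at about 45% in these data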
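Assay system: GST-tagged and Flag-tagged HCV core protein residues 1-106 / Times: compound-protein-antibody incubation 4 h at 22.5 °C / Signal: time-resolved FRET, ex 340 nm, em 617 and 671 nm / Evaluation: % inhibition based on acceptor/donor emission ratio / Benchmarks: wells lacking GST-core106 and wells with excess unlabelled core106 / Repeats: singlicate, one well per compound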
PP1 counter = blocks human PP1-alpha phosphatase, a PP5 counter-screen | P62136 | purified PP1alpha, OMFP fluorescence | inhibition, % at 6.7 µM | actives 0.9% (n = 320,000);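 active = inhibition above the mean inhibition of all tested compounds plus 3 SD, computed separately for each screening campaign, cut at about 15% in these data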
Target sequence (P62136 whole entry, looked up): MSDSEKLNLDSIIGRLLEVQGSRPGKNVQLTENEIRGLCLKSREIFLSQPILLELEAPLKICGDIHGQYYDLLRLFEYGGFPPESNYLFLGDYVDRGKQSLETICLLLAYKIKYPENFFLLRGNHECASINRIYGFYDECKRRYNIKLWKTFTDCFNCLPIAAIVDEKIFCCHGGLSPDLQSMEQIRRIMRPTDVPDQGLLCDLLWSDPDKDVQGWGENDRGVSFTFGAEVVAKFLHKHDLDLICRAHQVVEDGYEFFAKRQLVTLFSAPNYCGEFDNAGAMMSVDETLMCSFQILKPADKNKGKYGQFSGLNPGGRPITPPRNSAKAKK
PREPL inh = inhibitors of human prolyl oligopeptidase-like enzyme PREPL; Q4J6C6; recombinant PREPL, fluorescence polarization activity-based probe; inhibition, % at 5.96 µM; actives 0.68% (n = 320,000); in the data active = inhibition above about 43%;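 note: 0% = enzyme with DMSO and 100% = wells lacking enzyme; many of its hits are not listed in these tables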
LYPLA2 counter = LYPLA2 (human) inhibition in PME1 counter-screen; inhibition, % at 5.9 µM; O95372; AID 2177; recombinant LYPLA2, FP-Rh probe fluorescence polarization; actives 0.38% (n = 320,000);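 active = inhibition above the screen-wide mean plus 3 SD, limit set per campaign, cut at about 26% in these data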;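 note: 0% = LYPLA2 with DMSO and 100% = wells lacking LYPLA2 enzyme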
Target sequence (O95372 whole entry, looked up): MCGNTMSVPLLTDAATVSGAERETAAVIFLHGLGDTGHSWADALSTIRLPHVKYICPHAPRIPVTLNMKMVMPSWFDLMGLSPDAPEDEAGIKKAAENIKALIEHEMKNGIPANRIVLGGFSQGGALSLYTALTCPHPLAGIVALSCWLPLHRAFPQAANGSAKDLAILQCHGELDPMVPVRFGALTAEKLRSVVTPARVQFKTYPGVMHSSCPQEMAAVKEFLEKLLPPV
Efflux pump inh = antifungal efflux pump inhibition, Nile Red retention; S. cerevisiae Candida pump triplex; inhibition, % at 10 µM; actives 0.44% (n = 330,000); AID 485275;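 active = plate passing quality check with inhibition over a set limit, or well fluorescence over plate mean plus 4 SD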;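 note: Nile Red retained in pooled yeast measured as flow cytometry median fluorescence; 0% = buffer negative control and 100% = Enniatin B positive control; higher means more Nile Red kept so more efflux inhibition; some compounds called inactive have numbers as strong as hits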
PP5 primary = inhibitors of human protein phosphatase 5 (PP5). P53041. purified PP5c, OMFP substrate fluorescence. inhibition, % at 6.7 µM. actives 0.18% (n = 320,000). AID 1987;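 active = inhibition above the campaign's mean inhibition across all tested compounds plus 3 SD, cut at about 9.5% in these data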;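 note: 0% = DMSO only and 100% = 100 µM cantharidin control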
Target sequence (P53041 whole entry, looked up): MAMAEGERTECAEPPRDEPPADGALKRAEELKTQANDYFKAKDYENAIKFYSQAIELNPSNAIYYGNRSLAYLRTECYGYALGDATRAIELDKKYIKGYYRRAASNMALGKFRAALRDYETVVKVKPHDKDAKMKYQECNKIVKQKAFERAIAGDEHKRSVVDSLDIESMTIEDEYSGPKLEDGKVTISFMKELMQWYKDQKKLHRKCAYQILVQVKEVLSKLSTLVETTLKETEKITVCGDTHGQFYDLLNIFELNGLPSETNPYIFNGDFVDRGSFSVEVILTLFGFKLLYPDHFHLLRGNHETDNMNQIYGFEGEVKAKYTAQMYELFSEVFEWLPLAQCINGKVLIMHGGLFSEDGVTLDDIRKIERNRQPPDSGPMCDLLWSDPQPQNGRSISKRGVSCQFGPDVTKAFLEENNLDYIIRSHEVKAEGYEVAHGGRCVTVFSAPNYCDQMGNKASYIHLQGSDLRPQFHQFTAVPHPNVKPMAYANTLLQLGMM
* = called active by the depositor; ? = inconclusive; · = not tested or not shown; & = joins results of further samples. Only part of the results is shown. The share of hits here may be higher or lower than overall.

SMILES	Fh CTSL1 inh	GASC-1 inh	TPT1 inh	core dimer inh	PP1 counter	PREPL inh	LYPLA2 counter	Efflux pump inh	PP5 primary
Cc1cn(-c2ccc(Br)cc2)[nH]c1=O	-3	-3	3	0	-6	-2	-3	-0.1	1.4
COc1ccc(-c2n[nH]c(=S)n2N)c(OC)c1	2	-13	-1	-5	4	7	5	-0.2	-1.3
Cn1cccc1Cc1nnc(SCC(=O)N2CCCc3ccccc32)n1-c1ccc(F)cc1	-2	-4	1	2	-4	16	3	-0.2	-1.2
CCOC(=O)C1CSc2[nH]c(=O)sc2C1c1ccccc1 (configuration not stated)	-2	-32	-6	3	-4	-6	1	-0.2	0.0
COc1ccc(C(=O)COC(=O)c2ccccc2O)c(OC)c1	·	-1	·	·	3	13	4	0.4	2.5
Cn1c(CN2CCCC2)nc2cc(NC(=O)COc3ccccc3)ccc21	0	5	-2	-1	-3	20	-2	-0.1	0.1
O=C(COC(=O)c1ccc(S(=O)(=O)NCc2ccco2)cc1)NCc1ccc(F)cc1	·	0	·	·	-4	3	-9	0.0	1.1
CC(CC(C)C(=O)Nc1ccccc1C(C)(C)C)C(=O)O (configuration not stated)	-2	7	-2	-3	-1	-3	-3	0.0	0.3
O=C(C1CCCN(Cc2ccccc2F)C1)N1CCCCC1 (configuration not stated)	-5	-4	-2	6	-2	-2	5	-0.1	3.0
Cc1ccc(-c2cc(=O)[nH]c3ccccc23)cc1	3	2	5	12	3	-2	-3	0.2	3.2
O=C(NCCN1CCOCC1)C(=O)NCC1OCCN1S(=O)(=O)c1ccccc1 (configuration not stated)	1	-2	0	7	0	-1	-3	0.1	-0.4
Cc1cc(/C=N/n2cnnc2)c(C)n1-c1ccc2c(c1)OCO2	2	-7	-3	2	0	-7	0	0.0	0.4
CC(C)Oc1cccc(C(=O)C2CCCN(C(=O)c3noc4c3CCCC4)C2)c1 (configuration not stated)	1	-11	-3	-1	4	8	2	-0.1	-0.1
CCC(C)(C)n1nnnc1C(c1ccc(O)c(OC)c1)N1CCc2ccccc2C1 (configuration not stated)	-2	9	3	-2	-4	5	-6	-0.2	1.8
CCCCCNC(=O)c1cc(S(=O)(=O)N2CCCC2)ccc1F	-1	4	-1	7	-4	1	0	-0.1	0.5
CC(C)NC(=O)c1ccc(-n2c(=S)[nH]c3ccccc3c2=O)cc1	0	-3	0	-4	-3	5	8	0.0	-0.3
COc1ccc(OC)c(C(=O)CSc2nnc(-c3cccnc3)n2C)c1	0	5	4	6	-5	-1	3	-0.2	1.8
COc1ccc(NC(=O)C2CCN(c3nnnn3-c3ccccc3)CC2)cc1	0	3	-8	-7	0	-2	2	0.0	0.6
Cc1ccc(-c2cc(C(=O)NCCCN3CCOCC3)c3ccc(Cl)c(C)c3n2)cc1	2	-2	0	-11	7	-6	-10	-0.2	1.5
C=CCNC(=S)NNC(=O)Cn1c(-c2ccccc2)cc(=O)n2ncnc12	-4	-3	0	-3	-3	-42	5	0.0	-0.2
COCCC(=O)N1CCC(Oc2ccc(C(=O)NCc3ccon3)cc2)CC1	1	-8	0	2	-1	1	-1	0.0	0.5
CNc1c([N+](=O)[O-])cnn1-c1ccccc1F	-1	6	-2	6	-1	-2	8	0.0	0.3
Cc1cc2oc(C(=O)Nc3ccc(S(=O)(=O)Nc4ncccn4)cc3)cc(=O)c2cc1Cl	3	-17	-2	4	3	6	-1	-0.2	0.8
CCOc1cccc(=O)c2c(C)n(CC3CCCO3)c(C)c12 (configuration not stated)	-1	1	-1	12	3	4	6	-0.1	-1.4
CCCCn1nnc(NC(=S)NC(=O)c2cccs2)n1	1	1	7	-7	3	3	-3	0.1	2.1
Cn1c(=O)n(C)c2cc([N+](=O)[O-])c(N3CCN(C(=O)c4ccc(F)cc4)CC3)cc21	-1	0	-3	-1	-2	28	6	-0.1	-0.7
CCOCC(=O)Nc1nnc(COC)s1	-1	2	-3	-7	0	0	-1	-0.1	-0.8
CC(=O)Oc1cccc(NC(=O)c2cccc(C(=O)Nc3cccc(OC(C)=O)c3)c2)c1	-33	-4	-2	11	-9	-4	-3	-0.1	1.7
CCC(C)(C)NC(=O)C(c1ccccc1Cl)N(C(=O)CCC(=O)Nc1cc(C)on1)C(C)(C)C (configuration not stated)	-6	-1	5	-2	1	5	-3	0.0	-1.2
CCN(CC)S(=O)(=O)c1cccc(C(=O)NCCCn2ccnc2)c1	0	7	-2	-1	1	0	8	0.0	1.6
OC(CN1CCCC(C(F)(F)F)C1)c1ccccc1 (configuration not stated)	8	2	1	9	0	1	0	-0.2	0.1
Cc1ccc(-c2cnc(NC(=O)c3cccc(Br)c3)s2)c(C)c1	3	65	-2	-6	-1	7	-13	-0.1	1.1
COc1cc(NC(=O)C(C)Oc2ccccc2)c(OC)cc1NC(=O)c1ccccc1 (configuration not stated)	2	-5	3	4	2	16	-2	0.2	0.9
Cc1ccc(S(=O)(=O)N2CCN(C(=O)C3CCCO3)CC2)cc1C (configuration not stated)	-2	-7	-1	0	-2	1	4	0.0	-0.4
CN(C)S(=O)(=O)c1ccc2c(c1)nc(CCC(=O)NCc1ccc(Cl)cc1)n2C	0	-6	1	4	-1	-3	0	-0.2	-2.2
Cc1ccc(S(=O)(=O)NC(CC(=O)O)c2ccc(F)cc2)cc1 (configuration not stated)	-2	4	3	0	0	2	-1	0.2	2.9
CCOc1c(Cl)cc(/C=N/NC(N)=S)cc1OC	26*	0	-2	-4	1	-1	4	-0.2	0.6
O=C(Nc1ccc(C(=O)O)cc1)Nc1ccc(F)cc1F	-1	-1	-9	-4	-1	1	1	0.0	0.9
COc1cccc(NC(=O)c2ccc3c(c2)N(CC(=O)N2CCCCC2)C(=O)C(C)(C)O3)c1	0	1&2	1	-3	3	19	5	0.0	-0.5
COc1ccccc1N(C)S(=O)(=O)c1ccc(C(=O)NC2CCCCCC2)cc1	-3	4	4	6	0	-3	1	0.1	0.0
CCOc1ccc(N(CC)C(=O)CCNC(=O)Cn2ccc3ccccc3c2=O)cc1	-2	?	-3	-2	-3	-7	-6	0.1	2.8
Cc1cccc(NC(=O)c2cc(-c3ccccn3)nc3ccccc23)c1C	-3	-9	0	8	0	10	-3	0.0	-0.8
CCOC(=O)C1(Cc2ccccc2C(F)(F)F)CCN(CC(O)CO)CC1 (configuration not stated)	11	46	-1	3	-8	-27	1	-0.1	-4.2
Cc1cc(SCC(=O)N/N=C/c2ccc(C(=O)O)cc2)nc2ccccc12	-10	-15	-1	0	5	-9	-11	0.5	0.8
Nc1nc(Nc2ccccc2)nc(N2CCCC2)c1[N+](=O)[O-]	-6	4	0	4	3	-5	-2	0.0	1.7
Cc1ccccc1OCC(=O)NS(=O)(=O)c1ccc(Cl)cc1	0	-6	1	13	-14	0	-8	0.3	-4.9
Clc1ccc(CNCCC2=CCCCC2)cc1	0	6	-4	-1	0	2	3	0.3	-0.2
C=CCOc1ccc(CN(C)C(=O)c2ccc(CNS(=O)(=O)c3ccc(C)c(C)c3)cc2)cc1	·	5	·	·	3	18	8	0.0	3.2

4 compounds drawn at random from those above, as already listed:
SMILES	Fh CTSL1 inh	GASC-1 inh	TPT1 inh	core dimer inh	PP1 counter	PREPL inh	LYPLA2 counter	Efflux pump inh	PP5 primary
C=CCOc1ccc(CN(C)C(=O)c2ccc(CNS(=O)(=O)c3ccc(C)c(C)c3)cc2)cc1	·	5	·	·	3	18	8	0.0	3.2
Clc1ccc(CNCCC2=CCCCC2)cc1	0	6	-4	-1	0	2	3	0.3	-0.2
CCOC(=O)C1(Cc2ccccc2C(F)(F)F)CCN(CC(O)CO)CC1 (configuration not stated)	11	46	-1	3	-8	-27	1	-0.1	-4.2
COc1ccccc1N(C)S(=O)(=O)c1ccc(C(=O)NC2CCCCCC2)cc1	-3	4	4	6	0	-3	1	0.1	0.0

Remaining list, next part:
SMILES	Fh CTSL1 inh	GASC-1 inh	TPT1 inh	core dimer inh	PP1 counter	PREPL inh	LYPLA2 counter	Efflux pump inh	PP5 primary
COc1ccccc1NC(=S)NC(=O)C(C)(C)C	3	-17	-1	1	-1	-7	-1	-0.1	0.5
Cc1cccc(C)c1OC(=O)CN1C(=O)c2ccccc2C1=O	1	5	2	-3	-1	-8	3	0.1	2.0
COc1ccccc1-n1ccnc(SCC(=O)NCCc2ccccc2)c1=O	5	-5	1	-1	3	4	3	0.0	0.8
Cc1c(CN(C)C(=O)CSc2nc(-c3ccco3)cc(C(F)(F)F)n2)cnn1C	3	2	4	-2	4	2	-3	0.0	2.2
CC(CC(=O)NC1CCCCC1)S(=O)(=O)c1ccc2c(c1)CCN2C(=O)C1CC1 (configuration not stated)	2	-1	2	-19	1	10	7	0.0	0.9
COc1ccc(N2CCN(c3ncnc4c3cnn4-c3ccc(C)cc3C)CC2)cc1	1	-13	-3	-2	2	22	12	0.0	1.2
CC(C)C(NC(=O)c1ccc(C(C)(C)C)cc1)C(=O)Nc1cccc(S(N)(=O)=O)c1 (configuration not stated)	3	-26	0	3	-5	-7	-1	0.0	3.1
N/C(=N\OC(=O)c1ccc(Cl)cc1Cl)c1cccnc1	4	0	-4	-3	-2	13	11	0.0	-1.3
Cc1ccc(C)c(S(=O)(=O)NCCOc2nc(NC(C)C)nc(NC(C)C)n2)c1	0	-3	3	1	3	6	3	-0.1	3.5
Cc1cc(=O)n(C(NC(=O)c2ccccc2)C(=O)c2ccccc2)cn1 (configuration not stated)	-3	106	2	0	2	14	-3	0.1	0.4
Nc1ccc2nn(-c3ccc(Cl)cc3)nc2c1	0	6	2	7	-5	4	-3	0.0	3.9
COc1ccc(-n2c(SC)nc(O)cc2=O)cc1	2	199	0	0	-1	-2	3	-0.2	-3.0
CN(C1CCCCC1)S(=O)(=O)c1cccc(C(=O)Nc2ccccn2)c1	-11	-4	1	0	-2	7	-9	0.1	2.0
Cc1ccc(CN=c2c([N+](=O)[O-])nn(-c3cccc(Cl)c3)n2O)cc1	2	-4	2	-4	2	2	5	-0.3	0.9
O=c1cc(Cl)[nH]c(=O)n1Cc1ccc(F)cc1	0	-3	-4	-3	1	24	-1	-0.3	0.4
O=C(/C=C/c1ccccc1)NCCc1c[nH]c2ccccc12	0	15	1	9	-3	-15	0	-0.1	0.0
COC(=O)CC1C(=O)NCCN1C(=O)c1sc2ccccc2c1Cl (configuration not stated)	-5	-11	1	-2	-1	12	-4	-0.1	1.3
COc1cc2nc(SCc3c(C)noc3C)n(CCC3=CCCCC3)c(=O)c2cc1OC	1	-5	-1	8	0	-2	0	0.1	3.9
Cc1c(C)n2c(SCC(=O)NC3CCCC3)nnc2[nH]c1=O	0	-5	-1	-3	0	7	3	-0.1	-0.5
COc1ccc(-n2cc(-c3ccccc3)c3c(NCCCN4CCOCC4)ncnc32)cc1	3	-10	0	-2	0	24	16	-0.1	-0.2

Results in TPT1 inh and PP5 primary, for 4 of the compounds above:
smiles,TPT1 inh,PP5 primary
Cc1cccc(NC(=O)c2cc(-c3ccccn3)nc3ccccc23)c1C,0,-0.8
CCOC(=O)C1(Cc2ccccc2C(F)(F)F)CCN(CC(O)CO)CC1 (configuration not stated),-1,-4.2
Cc1cc(SCC(=O)N/N=C/c2ccc(C(=O)O)cc2)nc2ccccc12,-1,0.8
Nc1nc(Nc2ccccc2)nc(N2CCCC2)c1[N+](=O)[O-],0,1.7
